Lipid storage S3 – qHTS Assay for Lipid Storage Modulators in Drosophila S3 Cells; hit rate 0.64% among 320,000; Drosophila S3 cells, BODIPY lipid droplet fluorescence, 18-24 h; cells fed with added oleic acid; lipid storage change, negative = inhibition, % at the top dose, mostly 46.1 µM; hits show Potency in µM; AID 2685; active means well fitted inhibition curve with a large enough effect in the signal ratio, with a control signal flat, not every such curve was filed as active; inconclusive means small, poorly fitted or top-dose-only effect, or effect the other way, or a change in a side signal; the % refers to the signal ratio
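Laser-scanning cytometry quantifies lipid droplet accumulation (500–530 nm total intensity; droplet/cell object ratio) in oleic acid-fed (400 uM added) Drosophila S3 cells treated with a concentration series. 20 uM Triacsin C defined 100% inhibition.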
Lipid storage S3 cell count max – recorded beside Lipid storage S3, whose call it bears; cell number change, %; measured here: cell count max response;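 cells counted by Cell Tracker Red CMTPX staining in the red channel; peak over a dose series mostly up to 46.1 µM; percent activity relative to internal control wells on each plate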
* = called active by the depositor; i = inactive; ? = inconclusive; . = not tested or not shown; [ ] = dose if it differs, or a comment. On the % scale 0 is the no-effect control and ±100 the full control effect; potency means the concentration at half of the fitted maximal effect.

The opening three entries, to show the layout:
SMILES	Lipid storage S3	Lipid storage S3 cell count max
Cc1ccc(NC(=O)C2CCN(C(=O)c3ccc(F)cc3)CC2)nc1	22.2%	29.2
CCCCCOC(=O)c1[nH]c2c(c1C)C(=O)C(C(=O)OC)C(C)C2 (stereo not given)	?	.
Cc1cc(N/C=C(\C#N)S(=O)(=O)c2ccc(Cl)cc2)nc(C)n1	8.2%	-0.7

Results, from the first entry:
SMILES	Lipid storage S3	Lipid storage S3 cell count max
Cc1ccc(NC(=O)C2CCN(C(=O)c3ccc(F)cc3)CC2)nc1	22.2%	29.2
CCCCCOC(=O)c1[nH]c2c(c1C)C(=O)C(C(=O)OC)C(C)C2 (stereo not given)	?	.
Cc1cc(N/C=C(\C#N)S(=O)(=O)c2ccc(Cl)cc2)nc(C)n1	8.2%	-0.7
O=S(=O)(c1cccc2nsnc12)N1CCN(c2ccc(F)cc2)CC1	4.7%	20.6
COc1ccc(NC(=O)NNC(=O)COc2ccc3cc(Br)ccc3c2)cc1	?	.
Cc1cc(C)nc(NNC(=O)c2ccccc2O)n1	-15.8%	11.7
CCN1CCN(Cc2oc(CO)cc(=O)c2O)CC1	?	.
CC(=O)Cc1nsc(NC(=O)c2ccccc2)n1	?	.
O=C(NC1CCCC1)C(c1ccccn1)N(C(=O)c1csnn1)c1ccccc1Br (stereo not given)	i	-9.4
O=C(c1ccco1)N1CCN(C(=O)c2ccc(COc3ccc4c(c3)CCC4)o2)CC1	-8.0%	-22.9
Nc1nc(COc2ccc(F)cc2)nc(N2CCCCC2)n1	?	.
COc1ccc(-c2cc(C)no2)cc1S(=O)(=O)Nc1cccc(CN2CCCC2)c1	?	.
COc1ccc(C(=O)NC(=S)NCc2cccnc2)cc1Br	?	.
CC(C)(C)S(=O)(=O)c1cnc(-c2ccccn2)nc1N	-2.7%	7.1
N/C(=N\OC(=O)CCC1CCCC1)c1cccnc1	10.4%	-20.0
O=C1N(Cc2ccccc2)c2ccc(Cl)cc2C12OCCO2	?	.
Cc1cc(Cl)nc(Cl)c1C(=O)NCc1ccc(Cl)cc1	13.1%	17.0
Cc1ccc(S(=O)c2ccc(NC(=O)C3CC3)cc2C#N)cc1 (stereo not given)	?	.
CCC1(CC)NC(=O)N(CC(=O)OC(C)C(=O)Nc2ccc(Cl)cn2)C1=O (stereo not given)	?	.
NC1=NC(=O)/C(=C\C=C\c2ccccc2)S1	-12.6%	18.7
COc1ccc(S(=O)(=O)N2CCN(C(=O)c3ccco3)CC2)cc1OC	?	.
Cc1ccsc1/C=C(\CC(=O)O)c1nc2ccccc2o1	-3.1%	4.5
Cc1ccc(C)c2[nH]c(=O)c(CCNC(=O)c3ccc(S(=O)(=O)N4CCOCC4)cc3)cc12	?	.
COc1ccc(C/C(C)=N/NC(=O)c2ccc(C)cc2C)cc1	8.9%	.
CCOC(=O)c1oc2cccc(OC(C)=O)c2c1C	?	.

Further structures follow:
SMILES	Lipid storage S3	Lipid storage S3 cell count max
OCCC1CN(Cc2cccn2-c2nccs2)CCN1Cc1ccc(F)c(F)c1 (stereo not given)	2.5%	1.8
CSc1ccc(Cl)c(C(=O)Nc2ccc(OCC(N)=O)cc2)c1	9.4%	4.2
COC(=O)c1ccccc1NC(=O)CN1CCN(C(=O)c2ccco2)CC1	?	.
COC(=O)Cn1cnc2c(cnn2-c2ccccc2)c1=O	2.7%	19.2
c1ccc(SSc2ccccc2)cc1	?	.
CCOc1ccccc1N1C(=O)CC(Nc2ccc(N3CCOCC3)cc2)C1=O (stereo not given)	?	.
CCOC(=O)c1c(NC(=O)CSc2ncn[nH]2)sc(C(=O)NC)c1C	i	-22.3
CCN(CC)S(=O)(=O)c1cccc(C(=O)OC2CC(C)OC2=O)c1 (stereo not given)	?	.
O=C(CCCCn1c(=O)c2ccccc2n(Cc2ccc(F)cc2)c1=O)NCc1ccco1	?	.
O=C(Nc1ccc(-c2noc(CCc3ccccc3)n2)cc1)c1cccnc1	?	.
C=C1c2c(Cl)ccc(O)c2C(O)=C2C(=O)[C@]3(O)C(O)=C(C(N)=O)C(=O)[C@@H](N(C)C)[C@@H]3[C@@H](O)C12 (stereo not given in full)	?	.
O=C(COc1coc(CN2CCN(c3ccccc3)CC2)cc1=O)Nc1cccc(F)c1	8.2%	7.4
CN(c1cccc(NC(=O)Nc2cccc(Cl)c2)c1)S(C)(=O)=O	?	.
Cc1cccc(NC(=O)c2ccc(-n3cncn3)c([N+](=O)[O-])c2)c1	?	.
O=C(NCCc1c[nH]c2ccccc12)c1ccco1	?	.
CCOc1cc(/C=N/NC(N)=O)cc(Br)c1OCC(=O)Nc1cccc2ccccc12	?	.
O=C(CSc1nc2[nH]ncc2c(=O)[nH]1)N1CCCCC1	1.1%	9.5
Cc1cccc(-n2c(CCn3nc(C)c([N+](=O)[O-])c3C)n[nH]c2=S)c1	?	.
O=C(Nc1cccc(F)c1)C1CCN(C(=O)N2CCOc3ccccc32)CC1	?	.
O=C(Nc1ccc2c(c1)COC2=O)c1ccc(Cl)c(Cl)c1	i	17.6
C/C(=N\NC(=O)CSc1nnc(C)s1)c1ccc(Cl)cc1	6.6%	0.6
Cc1ccc(SCC(=O)OCC(=O)N(CC(C)C)c2c(N)n(Cc3ccccc3)c(=O)[nH]c2=O)cc1C	?	.
S=c1nc(-c2cccc(Br)c2)[nH][nH]1	?	.
COCCn1c(SCC(=O)N2CCc3ccccc3C2)nc2ccccc2c1=O	13.2%	-9.2
CC(=O)Oc1ccc(N(C(C)=O)S(=O)(=O)c2ccc3ccccc3c2)cc1Br	23.0%	-5.7

Quoted at random: four compounds from above, in no set order.
SMILES	Lipid storage S3	Lipid storage S3 cell count max
COCCn1c(SCC(=O)N2CCc3ccccc3C2)nc2ccccc2c1=O	13.2%	-9.2
CC(=O)Oc1ccc(N(C(C)=O)S(=O)(=O)c2ccc3ccccc3c2)cc1Br	23.0%	-5.7
O=C(CCCCn1c(=O)c2ccccc2n(Cc2ccc(F)cc2)c1=O)NCc1ccco1	?	.
CCOC(=O)c1c(NC(=O)CSc2ncn[nH]2)sc(C(=O)NC)c1C	i	-22.3

Remaining list, next part.
SMILES	Lipid storage S3	Lipid storage S3 cell count max
CCNC(=O)COc1ccc2ccccc2c1	?	.
OCCN(Cc1ccccc1)Cc1ccccc1O	?	.
Cc1ccc(Cc2nnc(SCC(=O)Nc3ccccc3)n(N)c2=O)cc1	?	.
c1ccc(C(c2nnnn2C2CCCCC2)N2CCc3ccccc3C2)nc1 (stereo not given)	?	.
CCOc1ccc(CCNC(=O)Cn2c(=O)oc3ccccc32)cc1OCC	i	1.5
CC(C)c1ccc(NC(=O)c2cc(S(=O)(=O)NCC3COc4ccccc4O3)ccc2F)cc1 (stereo not given)	?	.
COc1ccccc1OC[C@H](O)CO	7.6%	-8.8
CC1=CC(C)C(CN(CCC[N+](C)(C)C)C(=O)Nc2ccccc2)C(C)C1 (stereo not given)	-5.5%	8.1
O=C(c1sccc1-n1cccc1)N1CCCC1	?	.
COc1cccc(NC2CC(=O)N(CCc3ccccc3)C2=O)c1 (stereo not given)	-5.3%	.
CSc1ccccc1C(=O)NCCSc1ccccc1	?	.
Fc1ccccc1-c1nc2nc3ccccc3nc2n1CC1CCCO1 (stereo not given)	?	.
CCCc1nnc(SCc2ccc(OCC)cc2)n1N	i	.
Cc1cc(C)c(S(=O)(=O)c2ccc(F)cc2C)c(=O)[nH]1	?	.
O=C(OCC(=O)N1CCOCC1)c1ccc(Cl)cc1[N+](=O)[O-]	?	.
COc1ccc(N2C(=O)CCC(C(=O)NCc3cccnc3)C2c2ccc(OC)c(OC)c2)cc1 (stereo not given)	?	.
Cc1nnc(SCCOc2ccccc2)s1	?	.
COc1cc(/C=C/C(=O)O)cc(S(=O)(=O)Nc2ccc(S(=O)(=O)N3CCCCC3)cc2)c1OC	?	.
COc1ccc(C)cc1-n1nnnc1SCC(=O)NC1CCCC1	?	.
Cc1ccc(C(=O)Nc2cnc3ccccn3c2=O)cc1	?	.
CC1CCC(NC(=O)C2CCN(c3nc4ccccc4s3)CC2)CC1 (stereo not given)	?	.
CC1=CC(C/C(C)=C/COc2ccc3ccc(=O)oc3c2)OC1=O (stereo not given)	?	.
Brc1ccc2nc(N3CCCC3)sc2c1	1.4%	11.1
Cn1cccc1CC(=O)N/N=C/c1cccc([N+](=O)[O-])c1	?	.
COc1ccc(NC(=O)CSc2nc(O)cc(=O)n2C)cc1	?	.

Some of the entries so far, with the structure last:
Lipid storage S3 | Lipid storage S3 cell count max | Compound
? | . | Cc1cc(C)c(S(=O)(=O)c2ccc(F)cc2C)c(=O)[nH]1
? | . | O=C(OCC(=O)N1CCOCC1)c1ccc(Cl)cc1[N+](=O)[O-]
? | . | COc1ccc(N2C(=O)CCC(C(=O)NCc3cccnc3)C2c2ccc(OC)c(OC)c2)cc1 (stereo not given)

Continuation:
SMILES	Lipid storage S3	Lipid storage S3 cell count max
CCN(CC)S(=O)(=O)c1cccc(C(=O)N[C@H](C(=O)OCC(N)=O)C(C)C)c1	?	.
O=C(Nc1cccnc1)c1sc(Nc2ccccc2F)nc1-c1ccccc1	?	.
C=CCC(=O)OCCCCCCOc1ccc(C(=O)O)cc1	?	.
CSc1nnnn1-c1c(C)cccc1C	3.0%	-2.2
Fc1ccccc1Nc1nc(-c2ccncc2)nc2ccccc12	?	.
CC1(C)CC2CC(C)(CN2C(=O)Cc2ccccc2)C1 (stereo not given)	9.3%	-11.2
Cc1ccc(N=CC2=C(O)CC(C)(C)CC2=O)nc1	?	.
COc1cc(C)ccc1NC(=O)Cc1csc(NC(=O)Nc2ccccc2OC)n1	i	.
COc1ccccc1N1CCN(C(c2cc3cc(C)ccc3[nH]c2=O)c2nnnn2C2CCCC2)CC1 (stereo not given)	9.5%	10.4
O=[N+]([O-])c1cc([N+](=O)[O-])c(Oc2c(Cl)cccc2Cl)cc1NN1CCCCC1	1.4%	6.6
COc1cccc(C(=O)NCC(c2cccs2)N2CCOCC2)c1 (stereo not given)	-5.8%	2.8
O=C(c1ccc(S(=O)(=O)N2CCCCC2)cc1)N1CCN(c2ccccc2F)CC1	13.6%	6.7
COC(=O)c1cccc(C23CC4(C2)[C@H](CN(Cc2cccnc2)[C@@H]4c2ccccc2)C3c2ccccc2)c1 (stereo not given in full)	?	.
CCOc1ccc(-n2c(SCC(=O)Nc3ccc(OC)cc3)nc3c(c2=O)SCC3)cc1	-16.5%	-18.0
Cn1c(SCC(=O)NNC(=O)c2ccccc2Br)nnc1C(F)(F)F	-18.3%	7.2
COC(=O)C1C(=O)c2c([nH]c(C(=O)OC3CCCCCC3)c2C)CC1C (stereo not given)	i	.
CN(Cc1ccccc1)S(=O)(=O)c1nnc(NC(=O)c2ccc(F)cc2)s1	?	.
CSc1ccc(C(=O)C2CCCN(C(=O)c3cc(C)n(C)n3)C2)cc1 (stereo not given)	i	.
CC(C)(CO)Nc1nc(N2CCCC2)nc(N2CCCC2)n1	6.9%	10.9
CCOC(=O)c1c(CSC(=N)N)n(-c2ccc(C)cc2)c2cc(Br)c(OC(C)=O)cc12	?	.
CC(C)CCN(C(=S)Nc1cccc(F)c1)C1CCN(C(C)C)CC1	?	.
CCC1(CC)Cc2ccccc2C(C2=C(O)CC(C)(C)CC2=O)=N1	-4.5%	0.8
CCOC(=O)CC(=O)c1cc(OC)c(OC)c(OC)c1	i	.
CNC(=O)COC(=O)/C=C/c1cccc(F)c1	?	.
CC(C)c1nnc(NC(=O)CCC(=O)Nc2ccc3cn[nH]c3c2)s1	-7.1%	11.1

Carrying on.
SMILES	Lipid storage S3	Lipid storage S3 cell count max
Cc1cc(C)n(-c2ncc3c(n2)N(CCO)CCOC3=O)n1	-1.4%	19.9
COc1ccc(OC)c(C2C(C(=O)c3ccc(C)o3)=C(O)C(=O)N2CCN2CCOCC2)c1 (stereo not given)	i	4.2
CCC(=O)N1CCc2cc(S(=O)(=O)CCC(=O)N3CCN(c4ccccc4F)CC3)ccc21	12.3%	.
Cc1ccc(C)c(S(=O)(=O)N2CCCOC2CNC(=O)C(=O)NCCN2CCOCC2)c1 (stereo not given)	?	.
CC(=O)Nc1nc(COc2ccc3ccccc3c2)cs1	?	.
COc1cccc(CN(C(=O)COc2ccc(C)cc2)C2CCS(=O)(=O)C2)c1 (stereo not given)	i	-26.3
O=C(O)C1C2CCC(O2)C1C(=O)NCc1ccccc1Br (stereo not given)	?	.
CN(c1ccccc1)S(=O)(=O)c1cccc(NC(=O)COc2cccc([N+](=O)[O-])c2)c1	?	.
COc1ccccc1C1CC(=O)Nc2c1c(=O)n(C)c(=O)n2C (stereo not given)	?	.
Clc1ccccc1CSc1cc2c(nn1)-c1ccccc1CC2	?	.
CCOc1ccc(N2CC(C(=O)Nc3nnc(Cc4ccc(OC)cc4)s3)CC2=O)cc1 (stereo not given)	?	.
O=C(COC(=O)c1ccccc1OCc1ccc(F)cc1)NCC1CCCO1 (stereo not given)	-2.0%	3.2
CC(C)(C)c1ccc(C(=O)N2CCNCC2)cc1	i	6.2
Cc1ccc(NS(=O)(=O)c2ccc3c(c2)n(C)c(=O)n3C)cc1C	i	-23.0
C=CCN1C(=O)C(Cc2ccc(OCC)cc2)SC1=Nc1ccc(C(=O)O)cc1 (stereo not given)	?	.
O=C(Nc1ccc(N=Nc2ccccc2)cc1)c1ccc(Cl)cc1Cl	?	.
COc1ccccc1-c1c(NC(=O)c2ccco2)n(-c2ccccc2)nc(C)c1=O	20.5%[9.22 µM]	.
CCN(C(=O)COC(=O)c1n[nH]c2ccccc12)C1CCS(=O)(=O)C1 (stereo not given)	i	10.2
CN(C)C(CNC(=O)c1ccc(S(=O)(=O)N(C)C)cc1)Cc1ccccc1 (stereo not given)	?	.

This is a subset; count on the stated rates, not on these rows.
